High-throughput results deposited in PubChem BioAssay by several laboratories.
MBD2 inh: inhibitors of MBD2 binding to methylated DNA, primary screen, biochemical, TR-FRET, DNA-binding domain, human; Methyl-CpG-binding domain protein 2 (Homo sapiens), Q9UBB5; MBD2 binding to methylated oligonucleotide; inhibition, % at 4.4 µM; 370,000 compounds, 0.31% hits; AID 686964, 2013; in the data active = inhibition above about 13%
rCAG RNA binder: binders of r(CAG) RNA repeats, primary screen, biochemical, fluorescence; r(CAG) RNA repeat, TO-PRO-1 dye displacement fluorescence; inhibition, % at 3 µM; 370,000 compounds, 1.3% hits; AID 651821, 2012;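 active = inhibition above the plate cutoff, the mean of all test compounds on that plate plus 3 SD, cut at about 35% in these data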;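 note: 0% = DMSO alone and 100% = 100 µM mitoxantrone as full dye displacement; higher means more dye released from RNA so lower well fluorescence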
LEDGF integ inh: blockers of LEDGF/p75-dependent integrase strand transfer – biochemical, TR-FRET, high throughput, primary screen; AID 743269, 2014; 370,000 compounds, 0.64% hits; inhibition, % at 3.7 µM; TR-FRET IN-LEDGF/p75 DNA integration, Eu/Cy5;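 active = inhibition above the screen-wide mean plus 3 SD, cut at about 13% in these data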;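 note: signal is the Cy5 over europium emission ratio at 671 and 618 nm; 0% = plate median of compound wells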
TCR-CD3 inh: inhibitors of human TCR-CD3 interaction, primary screen, biochemical, fluorescence, TAMRA-labeled TCR probe; T-cell receptor (TCR); 360,000 compounds, 0.37% hits; inhibition, % at 9.4 µM; in the data active = inhibition above about 19%;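 note: recombinant mutant TCR 2C K166C tagged with TAMRA read by polarization; 0% = receptor in buffer alone and 100% = receptor with positive control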
PG9 Ab binder: binders of HIV-1 gp120 antibody PG9, primary screen, biochemical, TR-FRET; HIV-1 gp120 / PG9 antibody interaction; TR-FRET gp120-PG9 antibody binding; inhibition, % at 6.7 µM; 360,000 compounds, 0.43% hits; in the data active = inhibition above about 8.5%
ABHD4 inh: ABHD4 inhibitors, primary screen, biochemical, fluorescence polarization, mouse | (Lyso)-N-acylphosphatidylethanolamine lipase (Mus musculus), Q8VD66 | purified mABHD4, FP-Rh probe fluorescence polarization | 370,000 compounds, 0.54% hits | inhibition, % at 8.92 µM;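 active = inhibition exceeding the mean over every tested compound plus 3 SD, cut at about 30% in these data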;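 note: 0% = plate median of compound wells and 100% = S159A mutant with DMSO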
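Material: mouse ABHD4 enzyme, wild type; Benchmarks: S159A mutant high control, sample median low control; Buffer or medium: HEPES pH 7.0, NaCl, Pluronic buffer; Signal: fluorescence polarization; Read-out: percent inhibition of probe binding, normalized to plate controls; Timing: pre-incubation 45 min, probe exposure 60 min, at 25 °C; Dosing: 8.92 µM, single dose.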
NR1D1 modulator: modulators of Rev-erb alpha DNA binding, primary screen, biochemical, FITC-DNA, fluorescence polarization, uHTS. Rev-erbα–FITC-DNA binding, 90 min. activity, % at 10 µM. 370,000 compounds, 0.79% hits;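 active = activity above about 14%, limit read from the data; passing the limit was not always enough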;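 note: 0% = DMSO wells with 35 nM protein and 100% = DMSO wells with 750 nM protein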
Target sequence (P20393 whole entry, looked up): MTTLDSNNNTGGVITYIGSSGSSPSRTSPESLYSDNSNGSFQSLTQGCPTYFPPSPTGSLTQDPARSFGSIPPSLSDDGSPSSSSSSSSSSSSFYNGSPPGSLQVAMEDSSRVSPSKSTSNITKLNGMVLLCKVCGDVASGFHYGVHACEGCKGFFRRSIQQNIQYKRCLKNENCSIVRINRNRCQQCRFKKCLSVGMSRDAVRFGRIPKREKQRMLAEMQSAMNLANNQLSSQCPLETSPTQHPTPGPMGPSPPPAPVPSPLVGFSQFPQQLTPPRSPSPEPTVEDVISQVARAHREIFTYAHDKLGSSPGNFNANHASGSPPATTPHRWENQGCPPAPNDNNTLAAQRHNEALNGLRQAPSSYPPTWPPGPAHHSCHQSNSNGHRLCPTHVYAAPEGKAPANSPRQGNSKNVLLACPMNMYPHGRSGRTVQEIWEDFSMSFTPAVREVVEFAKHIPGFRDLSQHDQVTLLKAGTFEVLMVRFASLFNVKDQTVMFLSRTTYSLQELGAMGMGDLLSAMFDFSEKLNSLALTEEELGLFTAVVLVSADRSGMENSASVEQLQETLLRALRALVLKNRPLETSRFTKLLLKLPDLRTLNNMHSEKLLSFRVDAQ
PRMT1 FP inh: PRMT1 methyltransferase inhibitors, primary screen, biochemical, fluorescence polarization; inhibition, % at 2.79 µM; recombinant PRMT1, activity-based probe fluorescence polarization; Protein arginine N-methyltransferase 1 (Homo sapiens), Q99873; 370,000 compounds, 1.3% hits;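 active = inhibition above about 21% made by adding two undisclosed values, limit read from the data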
HTRA1 inh: HTRA1 serine protease inhibitors, primary screen, biochemical, fluorescence polarization, HTS; Q92743; recombinant HTRA1, FP-rhodamine activity-based probe; inhibition, % at 5.96 µM; 340,000 compounds, 0.5% hits; AID 504803, 2011; in the data active = inhibition above about 36%;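 note: 0% = enzyme with DMSO and 100% = wells lacking enzyme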
UHRF1 binding: UHRF1 methylated DNA binding inhibitors, primary screen, counter-screen for MBD2 inhibitor project, biochemical, TR-FRET, human UHRF1, single concentration; E3 ubiquitin-protein ligase UHRF1 (Homo sapiens), Q96T88; 370,000 compounds, 0.75% hits; AID 687016, 2013; UHRF1 binding to methylated oligo; inhibition, % at 4.4 µM; in the data active = inhibition above about 21%;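 note: UHRF1 SRA domain binding a hemimethylated CpG hairpin DNA probe; 0% = median of test compound wells and 100% = reference inhibitor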
The depositor's hits bear a star; · = no result given. Only part of the results is shown; count on the stated rates, not on these rows.

SMILES	MBD2 inh	rCAG RNA binder	LEDGF integ inh	TCR-CD3 inh	PG9 Ab binder	ABHD4 inh	NR1D1 modulator	PRMT1 FP inh	HTRA1 inh	UHRF1 binding
Cc1ccccc1CN1CCNCC1	-3	-3	0	3	0.9	0	-3	0	2	-1
CC(C)(OOC1(c2ccccc2)NC(=O)c2ccccc21)c1ccccc1 (stereo not drawn)	2	-1	6	1	-1.0	-8	10	-2	·	0
CC(C)(C)Cc1nnc(NC(=O)COc2ccc(Cl)cc2Cl)o1	6	·	-2	·	·	-2	3	-1	·	1
COc1ccccc1N1CCN(Cc2ccc(Cl)cc2Cl)CC1	2	-6	-1	5	-0.1	5	5	1	-4	7
COC(=O)c1ccc(C(C(=O)NC2CCCCC2)N(CCN2CCOCC2)C(=O)Cc2cccs2)cc1 (stereo not drawn)	-1	-4	-3	3	-1.1	0	-5	1	3	1
C=CCn1c(O)c(C(CC)=NCC2CCCO2)c(=O)[nH]c1=O (stereo not drawn)	-3	1	3	-4	0.1	-1	4	-2	1	-2
Cn1c(=O)n(CC(=O)N2CCC3(CC2)OCCO3)c(=O)c2ccccc21	-2	-3	2	-1	-2.4	3	-6	-1	6	-3
CC(C)(C)n1nnnc1C(C1CC1)N1CCC(n2c(=O)[nH]c3ccccc32)CC1 (stereo not drawn)	-1	1	1	-6	-0.4	4	-4	-1	·	2
COC(=O)C1=C(c2c(C)noc2C)C[C@@H]2CC[C@H]1N2C(=O)N1CCOCC1	-5	-1	2	4	0.3	-22	-1	-1	3	-1
CC(O)(CS(=O)(=O)c1cccc(C(F)(F)F)c1)C(=O)Nc1cccc(C(F)(F)F)c1 (stereo not drawn)	0	3	3	-1	-0.8	-11	1	1	-15	2
Cn1c(O)c(C=NCc2cccs2)c(=O)n(C)c1=O	-5	-1	1	3	-0.7	1	2	0	-5	1
COC(=O)C1=C(c2c(C)noc2C)C[C@@H]2CC[C@H]1N2C(=O)NC1Cc2ccccc2C1	7	1	-1	-8	-0.1	-7	-1	0	-4	6
CCC(=O)c1ccc(OC(=O)N(C)c2ccccc2)cc1	2	-4	4	10	0.0	2	1	-2	·	1

Three entries out of the list, arranged by heavy-atom count, falling:
SMILES	MBD2 inh	rCAG RNA binder	LEDGF integ inh	TCR-CD3 inh	PG9 Ab binder	ABHD4 inh	NR1D1 modulator	PRMT1 FP inh	HTRA1 inh	UHRF1 binding
COC(=O)c1ccc(C(C(=O)NC2CCCCC2)N(CCN2CCOCC2)C(=O)Cc2cccs2)cc1 (stereo not drawn)	-1	-4	-3	3	-1.1	0	-5	1	3	1
CCC(=O)c1ccc(OC(=O)N(C)c2ccccc2)cc1	2	-4	4	10	0.0	2	1	-2	·	1
Cc1ccccc1CN1CCNCC1	-3	-3	0	3	0.9	0	-3	0	2	-1

Record cards, as listed above:
CC(O)(CS(=O)(=O)c1cccc(C(F)(F)F)c1)C(=O)Nc1cccc(C(F)(F)F)c1 (stereo not drawn) is listed with MBD2 inh = 0; rCAG RNA binder = 3; LEDGF integ inh = 3; TCR-CD3 inh = -1; PG9 Ab binder = -0.8; ABHD4 inh = -11; NR1D1 modulator = 1; PRMT1 FP inh = 1; HTRA1 inh = -15; UHRF1 binding = 2
CC(C)(C)n1nnnc1C(C1CC1)N1CCC(n2c(=O)[nH]c3ccccc32)CC1 (stereo not drawn) is listed with MBD2 inh = -1; rCAG RNA binder = 1; LEDGF integ inh = 1; TCR-CD3 inh = -6; PG9 Ab binder = -0.4; ABHD4 inh = 4; NR1D1 modulator = -4; PRMT1 FP inh = -1; HTRA1 inh = ·; UHRF1 binding = 2
